# Assay outcomes (PubChem)
# bCat KO growth – primary screen for growth suppressors in beta-catenin knockout HCT116 cells (colon tumor, human) | HCT116 beta-catenin knockout viability, CellTiter-Glo, 60 h; stronger effect = lower value | viability, % at 10 µM | actives 1.5% (n = 140,000);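 active = viability at or under a set limit, the compound median less 4 SD, cut at about 6% in these data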;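 also: 0% = Hyamine 1622 control at 20 µM and 100% = untreated cell control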
# Measles CPE – compounds protecting cells from measles virus cytopathic effect, primary screen, measles RdRp inhibitor project, single point, MLSMR library, absorbance; Measles virus-infected cells, CPE protection; protection (pct of control), % at 4 µM; actives 1.5% (n = 140,000); AID 841, 2007; in the data active = protection mostly above about 24%, no sharp cut-off; inactive = mostly below about 26%; also: some compounds called inactive have numbers as strong as hits
# Yeast life ext – compounds extending yeast replicative lifespan, primary screen, S. cerevisiae, OD615. actives 0.68% (n = 130,000). S. cerevisiae growth with nicotinamide; deaD strain in restrictive glucose medium. inhibition of the nicotinamide effect, % at 10 µM;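 active = inhibition above a set limit, placed 3 SD over the median of all compounds, cut at about 26% in these data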;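 also: 0% = nicotinamide-treated wells and 100% = cells grown without nicotinamide; some compounds called inactive have numbers as strong as hits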
#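 Assay system: engineered S. cerevisiae DeaD replicative-lifespan strain, galactose-grown log-phase cells; medium: restrictive CSMM-D dextrose medium; also added: nicotinamide, 1.5 mM, co-present with compound; schedule: 48 h compound exposure at 30 °C, humidified; detection: absorbance at 615 nm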
# NPY Y2 blocker – NPY-Y2 receptor antagonists, primary screen, cell-based. actives 0.99% (n = 140,000). Neuropeptide Y receptor type 2 (Homo sapiens), P49146. inhibition, % at 2.7 µM. NPY-Y2 expressing cells, antagonist mode. AID 793, 2007; in the data active = inhibition above about 17%;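 also: 0% = vehicle with agonist challenge and 100% = reference antagonist with challenge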
# Target sequence (P49146 whole entry, looked up): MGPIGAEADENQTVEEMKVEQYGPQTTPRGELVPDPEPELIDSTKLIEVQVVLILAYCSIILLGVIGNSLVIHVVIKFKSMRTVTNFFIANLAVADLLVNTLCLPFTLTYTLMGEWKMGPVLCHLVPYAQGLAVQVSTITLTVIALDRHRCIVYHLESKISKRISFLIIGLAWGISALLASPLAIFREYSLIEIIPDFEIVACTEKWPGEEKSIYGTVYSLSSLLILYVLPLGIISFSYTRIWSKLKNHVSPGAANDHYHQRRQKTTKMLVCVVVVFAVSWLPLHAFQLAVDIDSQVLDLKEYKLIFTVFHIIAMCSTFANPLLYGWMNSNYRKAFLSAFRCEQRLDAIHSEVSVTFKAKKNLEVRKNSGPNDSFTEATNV
# E-sel TNF inh – E-selectin induction blockers in HUVEC – imaging, immunofluorescence, high content, primary screen. actives 0.71% (n = 120,000). HUVEC TNFa-induced E-selectin immunofluorescence. inhibition, % at 2 µM;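 active = inhibition above the batch mean plus 3 SD, and confirmed as a hit on visual image review, cut at about 43% in these data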;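 also: 0% = TNF-stimulated DMSO wells and 100% = unstimulated control wells; not every result past the cut was called active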
# HCT116 PTEN-null – growth suppression of PTEN-null HCT116, primary screen, cell-based, CellTiter-Glo. HCT116 PTEN-null viability, 60 h; stronger effect = lower value. viability, % at 10 µM. actives 1.2% (n = 140,000). AID 827, 2007;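 active = viability at or below a set limit, 4 SD under the median of all tested compounds, cut at about 3.7% in these data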;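 also: PTEN knockout HCT116 line with beta catenin targeted HCT116 as companion control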
# GALR2 blocker – GALR2 antagonists in receptor-expressing cells, primary screen | Galanin receptor type 2 (Homo sapiens), O43603 | antagonist mode | inhibition, % at 4 µM | AID 828, 2007 | actives 0.39% (n = 140,000); in the data active = inhibition above about 27%;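 also: cells stimulated with galanin 1-16 at roughly its EC80; 0% = agonist challenge control and 100% = basal control without agonist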
# Target sequence (O43603 whole entry, looked up): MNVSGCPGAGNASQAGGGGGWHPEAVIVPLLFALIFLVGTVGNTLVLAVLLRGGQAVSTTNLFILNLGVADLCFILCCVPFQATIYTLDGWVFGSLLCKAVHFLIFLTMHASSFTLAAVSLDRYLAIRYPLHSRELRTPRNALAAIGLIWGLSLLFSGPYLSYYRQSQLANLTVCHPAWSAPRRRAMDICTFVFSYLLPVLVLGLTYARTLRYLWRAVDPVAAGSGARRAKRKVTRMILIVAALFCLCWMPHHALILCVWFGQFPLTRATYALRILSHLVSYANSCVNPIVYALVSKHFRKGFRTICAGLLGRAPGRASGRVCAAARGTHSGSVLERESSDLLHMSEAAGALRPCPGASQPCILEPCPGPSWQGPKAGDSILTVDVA
# MRP-1 activ – H69AR viability gain despite doxorubicin, primary screen, MRP-1 activator project, H69AR cells, CellTiter-Glo | actives 0.61% (n = 140,000) | viability increase, % at 10 µM | viability rescue | AID 799, 2007;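 active = viability gain under doxorubicin at or above a set limit, the compound median plus 3 SD, cut at about 4.7% in these data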;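 also: MRP-1 overexpressing cells given doxorubicin 25 µM after compound pretreatment; 18-22 h compound pretreatment then 72 h with doxorubicin before readout; 0% = doxorubicin-only wells and 100% = vehicle-treated cells without doxorubicin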
# Phagocyt inh – inhibitors of macrophage phagocytosis, primary screen, imaging, J774A.1 cells, IgG beads. J774A.1 macrophage IgG-bead phagocytosis. inhibition, % at 5 µM. actives 0.07% (n = 110,000);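 active = inhibition above the mean of the plate negative controls plus 5 SD, cut at about 13% in these data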;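 also: phagocytic index as fraction of beads internalized from green versus red external bead signal; plate controls were DMSO negative control for no effect and cytochalasin-D positive control for full effect; some results beyond the cut were filed as inactive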
# BB579 growth dn – growth inhibitors of yeast BB579 in restrictive medium, primary screen, yeast lifespan-shortening project, S. cerevisiae. actives 0.51% (n = 140,000). OD615, 48 h. inhibition, % at 10 µM. AID 804, 2007;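 active = inhibition above a set limit, 3 SD over the mean compound inhibition, cut at about 44% in these data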; also: inactives centre near -24
#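 System: DeaD yeast strain BB579; buffer or medium: CSMM-D dextrose restrictive medium; technique: OD at 615 nm; schedule: 4 h cell preincubation, 48 h compound exposure, 30 °C humidified; doses: single 10 µM dose; controls: amphotericin B 10 µg/mL, positive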
# Starred values were filed as active, the others as inactive; . = no result given.
SMILES,bCat KO growth,Measles CPE,Yeast life ext,NPY Y2 blocker,E-sel TNF inh,HCT116 PTEN-null,GALR2 blocker,MRP-1 activ,Phagocyt inh,BB579 growth dn
Cn1cnc([N+](=O)[O-])c1Oc1ccccc1,65,3,8,1,.,73,8,-4.0,.,-15
CCCCNC(=S)NNC(=O)c1cccnc1,97,6,.,2,28,97,15,-2.3,.,-1
C(#Cc1ccc(C#CCN2CCOCC2)cc1)CN1CCOCC1,92,20,-4,3,-6,101,8,-2.4,0,-25
Cc1cccc(OCC(=O)N2CCN(C(=O)c3cccs3)CC2)c1,101,6,-13,2,-6,93,-2,-1.2,-1,-15
Cc1ccc(NC(=S)N2CCC(c3nc4ccccc4s3)CC2)cc1C,86,29*,-25,8,.,96,3,0.0,.,-12
N#Cc1ccc2ccn(CC(=O)NC3CCCCCC3)c2c1,109,10,-12,13,2,89,0,-1.6,3,-17
CC(C)(C)NC(=O)NC(=O)COC(=O)c1ccco1,105,27,-6,1,-36,111,9,0.1,2,-20
Cc1cccc(CN2C(=O)N/C(=C/c3cc(C)n(-c4ccccn4)c3C)C2=O)c1,58,9,-8,-3,-2,64,9,0.7,.,-40
CCC(C)N(CC(=O)NCc1ccc(OC)cc1)C(=O)c1csnn1 (centres undefined),90,19,-10,4,15,89,7,-0.4,1,-14
COc1cc2cc(C(c3nnnn3C3CCCC3)N3CCc4ccccc43)c(=O)[nH]c2cc1OC (centres undefined),78,7,-14,3,-41,83,8,-3.1,2,-36
CCC(Sc1nc2c(c(=O)n1CC)SC(C)C2)C(=O)OC (centres undefined),112,19,-7,3,65*,99,-14,-1.8,1,-4
COc1ccc(S(=O)(=O)N(CC(=O)N2CCCC2)Cc2ccccc2)cc1,82,4,-2,3,22,83,4,-2.7,.,-39
COc1cccc(OCC(=O)N(Cc2nc(-c3ccc(Cl)cc3)no2)C(C)C)c1,53,2,-5,12,.,56,-6,0.8,1,-18
O=C(N/N=C/c1ccccn1)c1cc(-c2ccc(Cl)cc2)nc2ccccc12,3.7*,6,-2,3,11,3.2*,9,-3.3,0,-55
COc1ccc(CC(=O)Nc2nc(-c3cccc([N+](=O)[O-])c3)cs2)cc1,94,17,-7,3,-12,96,1,1.5,-6,-33
O=S(=O)(NCc1ccco1)c1cccc(S(=O)(=O)N2CCOCC2)c1,108,1,-12,0,-7,93,-13,-3.7,0,-26
CCc1ccc(S(=O)(=O)NCc2cn3ccccc3n2)s1,83,3,2,1,0,84,0,-1.2,1,-9
COc1ccc(OCCSc2nnc(CCNC(=O)c3ccc(OC)cc3)n2C)cc1,95,13,-12,3,35,97,10,-0.1,.,-23
COc1ccccc1/C=C/C=N\N1CCN(Cc2ccccc2Cl)CC1,93,10,-2,6,.,97,-5,0.1,-3,-29
Cc1ccc(NC(=O)CCN2C(=O)c3ccncc3C2=O)cc1,86,19,-17,-2,-16,84,4,-2.7,-3,-50
CC/C(=N\NC(=O)c1ccc2c(c1)OCO2)C12CC3CC(CC(C3)C1)C2,92,10,-8,0,14,80,7,-0.4,-1,-5
COc1ccc(NC(=O)C(=O)NCCN2CCN(C(=O)C(c3ccccc3)c3ccccc3)CC2)cc1,91,18,-5,-1,6,90,-3,-2.4,.,-24
CN=C1SC(CC(=O)Nc2cccc(C(F)(F)F)c2)C(=O)N1C (centres undefined),85,12,-7,3,-21,84,2,-1.8,-1,30
Cc1csc2nc(CNC(=O)CCC(=O)O)cn12,87,1,-3,2,-1,99,18,-0.7,-1,24
Cc1cc(NS(=O)(=O)c2ccc(NC(=O)c3cc(-c4ccccc4Cl)nc4ccccc34)cc2)no1,86,14,0,1,2,97,4,-2.4,1,-39
CC(C)OC(=O)CSc1nc2ncc(Cl)cc2[nH]1,93,9,-10,4,-26,95,-10,-0.5,3,-8
COCCCNC(=O)CN1C(=O)c2ccccc2C1=O,102,27,-3,1,66*,84,-14,-0.1,-1,-26
O=C(Nc1ccccc1)Nc1nccs1,79,10,-13,3,-2,81,6,-4.7,.,-38
CCOC(=O)c1sc(/N=C/c2c(C)[nH]n(-c3ccccc3)c2=O)c(C#N)c1C,90,17,-22,-2,.,100,10,-2.0,-1,-16
CCc1c(C)nc2ncnn2c1N1CCCC(C(=O)NCc2ccc3c(c2)OCO3)C1 (centres undefined),100,14,-7,4,-28,98,7,-1.8,-1,33
CCCNS(=O)(=O)c1ccc(CCC(=O)NCc2ccc3c(c2)OCO3)cc1,95,22,-9,-1,9,97,1,-0.6,-3,-2
COc1ccc(C(=O)OC(C(=O)c2ccc(C)cc2)c2ccccc2)cc1 (centres undefined),84,6,-5,2,-13,91,-7,-0.2,.,0
CCOc1ccc(Cn2c(O)cc(=O)[nH]c2=O)cc1,92,7,-5,1,2,100,-21,0.2,.,-17
C=CCOC(=O)C1=C(C)NC(SCC(=O)N(CC)CC)=C(C#N)C1c1ccccc1 (centres undefined),80,6,-10,6,-32,80,-3,-2.2,-2,-37
Cc1cc(N)ccc1NC(=O)c1ccccc1,88,6,-22,1,-13,101,-3,-2.5,.,-22
O=C(CCCCCn1c(=S)[nH]c2cc3c(cc2c1=O)OCO3)N1CCN(C2CCCCC2)CC1,8,5,12,14,-17,2.7*,-2,-2.6,.,-65
Nc1nc(SCc2ccccc2)ns1,96,9,-6,9,1,97,0,0.8,-1,-35
O=S(=O)(NCCN1CCCC1)c1cccc2cccnc12,95,15,-7,5,.,97,-1,-1.0,0,-64
CCN1C(=O)/C(=C/c2cc(C)n(C)c2C)SC1=Nc1ccc(OC)cc1,70,6,-4,2,-11,71,-12,-1.9,0,-31
COc1cccc(CN(CC2CCCO2)S(=O)(=O)c2ccc(S(=O)(=O)NCC3CCCO3)cc2)c1OC (centres undefined),90,10,-11,3,-4,94,-2,-1.0,1,-51
CN(C)CCCNC(=O)c1ccc2[nH]c3ccccc3c2c1,92,27,-12,-1,.,97,-1,-3.4,.,-7
COc1cccc(C(=O)N2CCN(Cc3ccc4c(c3)OCO4)CC2)c1OC,89,9,-2,3,4,85,8,-3.0,0,-14
COC(=O)CCC(=O)COc1ccc(OC)cc1C#N,98,15,-15,5,-5,98,9,-1.5,-1,-29
CC(C)CCNC(=O)Cn1c(=O)oc2cc(S(=O)(=O)N3CC(C)CC(C)C3)ccc21 (centres undefined),74,9,-4,0,-3,82,0,-1.8,0,-5
COc1ccccc1NC(=O)CN1CCN(CC(=O)Nc2ccc(F)cc2)CC1,90,2,-6,0,-25,92,-6,-0.5,1,25
O=C(Nc1ccccc1Cl)c1cc(S(=O)(=O)N2CCCCC2)ccc1N1CCOCC1,77,15,-14,2,-24,67,-7,-3.1,.,24
CCOc1ccc(N=Nc2cc(C(C)C)ccc2O)cc1,91,26*,-4,-4,15,87,-1,2.8,-5,-48
Cc1ccccc1Cn1c(C(C)O)nc2ccccc21 (centres undefined),93,13,-10,4,.,88,0,0.0,0,0
Cc1ccc(CC2CC(=O)N(c3ccc(Cl)cn3)C2=O)cc1 (centres undefined),97,5,0,5,-28,99,-7,-0.3,-1,-15
COc1ccc(N(CC(=O)N2CCN(c3ccccc3)CC2)S(=O)(=O)c2c(C)noc2C)cc1,90,41*,-3,2,14,83,-7,-2.6,0,30
CC(C)(C)c1nnc(NC(=O)Cc2ccc(Br)cc2)s1,97,2,4,0,-19,97,6,0.4,-3,-8
O=C(N1CCOCC1)N1c2ccccc2Sc2ccccc21,84,20,-17,5,8,75,-1,-0.4,.,-25
CCCc1[nH]nc2c1C(CCC)C(C#N)=C(N)O2 (centres undefined),77,30,2,4,-27,76,4,0.1,-1,-21
O=C(Nc1nccs1)c1ccc(-c2ccccc2Cl)o1,68,13,-27,5,21,81,24,-2.0,0,-19
CC1CCC2(CC1)NC(=O)c1ccccc1O2 (centres undefined),97,8,-4,4,.,101,-3,-1.1,2,1
O=C(NCCCN1CCCC1=O)c1ccc2c(=O)n(Cc3ccco3)c(=S)[nH]c2c1,86,16,-1,0,-19,88,7,-3.4,.,-24
CC(C)(C)C1CCc2c(sc3nc(SCC(N)=O)nc(N)c23)C1 (centres undefined),44,32,.,5,-32,37,6,-7.0,.,13
Nc1ccc(CCS(N)(=O)=O)cc1,99,16,-7,2,.,94,-3,-1.2,0,-26
CCCCN(C)S(=O)(=O)c1ccc(C(=O)Nc2nnc(-c3cccs3)o2)cc1,15,9,11,16,.,13,5,-3.8,.,-29
CC(OC(=O)CN1C(=O)C2CCCCC2C1=O)C(=O)Nc1ncc(Cl)cc1Cl (centres undefined),94,7,0,-1,.,94,-2,-0.9,.,-41
# (cont.)
SMILES,bCat KO growth,Measles CPE,Yeast life ext,NPY Y2 blocker,E-sel TNF inh,HCT116 PTEN-null,GALR2 blocker,MRP-1 activ,Phagocyt inh,BB579 growth dn
CCOc1ccc(NC(=O)CCC(=O)O)cc1,92,9,3,-1,-8,94,-2,-1.7,-2,-22
CCOCCCN(C(=O)CNC(=O)c1ccco1)C(C(=O)NC1CCCC1)c1ccccc1C (centres undefined),98,10,-1,4,-44,99,3,0.1,0,-46
Nc1scc2c(C(=O)N/N=C/c3ccc(Cl)cc3)nn(-c3ccccc3)c(=O)c12,82,.,-15,3,-19,88,-15,0.3,2,-77
CS(=O)(=O)N(CC(=O)NC1CC2CCC1C2)c1cccc(C(F)(F)F)c1 (centres undefined),97,6,-10,2,9,94,-1,-0.7,6,-76
COc1cccc(-n2nnc3c(=O)n(CC(=O)OCc4ccccc4)cnc32)c1,106,4,.,8,-40,98,0,-3.8,.,-41
Cc1ccc(OCCn2c(Br)nc3c2c(=O)n(C)c(=O)n3C)cc1,49,11,.,1,2,53,10,0.4,.,-12
CCOc1ccc(C2CC(c3cccc(C)c3)n3ncnc3N2)cc1 (centres undefined),87,8,-8,6,.,91,0,0.3,0,-16
Cc1ccc(-c2cc(C(=O)Nc3ccc(S(=O)(=O)Nc4nccs4)cc3)c3ccccc3n2)c(C)c1,93,9,0,-1,-11,91,-19,-0.1,-12,-34
N#Cc1c(-c2ccccc2)ccn(Cc2ccccc2Cl)c1=O,85,10,-16,11,.,94,4,-0.3,.,-17

# Looked up above.
# For E-sel TNF inh, CS(=O)(=O)N(CC(=O)NC1CC2CCC1C2)c1cccc(C(F)(F)F)c1 (centres undefined) has 9
# For E-sel TNF inh, Nc1scc2c(C(=O)N/N=C/c3ccc(Cl)cc3)nn(-c3ccccc3)c(=O)c12 has -19
# For MRP-1 activ, CCOc1ccc(NC(=O)CCC(=O)O)cc1 has -1.7
